Rac1 GTP hydrolysis = MgcRacGAP GTPase-activating activity inhibitors, confirmation, biochemical, ADP Hunter fluorescence. Rac GTPase-activating protein 1 (Homo sapiens). MgcRacGAP-stimulated Rac1 GTP hydrolysis, ADP Hunter fluorescence; higher % means a stronger effect; GST-tagged Rac1 F28L mutant substrate. one-dose inhibition, % at 30 µM; IC50 in µM for titrated hits. 340,000 compounds, 0.6% hits;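 active = first-screen hits whose inhibition reached a set limit at any dose in the follow-up dose series; inconclusive = inhibition above the set first-screen limit but never retested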;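 note: fluorescence reports GDP produced by GAP-driven GTP hydrolysis; strong numbers were not always called active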
LYP inhibition = inhibitors of LYP phosphatase, biochemical, fluorescence intensity, uHTS (AID 1779). inhibition, % at 11.5 µM; hits with a dose series show IC50 in µM. Tyrosine-protein phosphatase non-receptor type 22 (Homo sapiens). recombinant LYP phosphatase, fluorescence intensity; higher % means a stronger effect. 290,000 compounds, 0.054% hits; in the data active = inhibition above about 50%;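 note: plate controls were vehicle with enzyme for no effect and no enzyme for full effect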
PhoP inhibition = inhibitors of PhoP regulon expression, primary screen, Salmonella Typhimurium, GFP reporter (AID 1863); S. Typhimurium PhoP-regulated promoter GFP reporter, 4 h; higher % means a stronger effect; inhibition, % at 50 µM, or IC50 in µM where a hit was titrated; 300,000 compounds, 0.16% hits;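 active = inhibition over 29.93%, a cutoff 3 SD above the screen mean, later confirmed by dose response; inconclusive = inhibition over 29.93% but no dose response follow-up; inactive = inhibition at most 29.93% or unconfirmed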;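 note: 0% = low Mg2+ inducing control and 100% = high Mg2+ repressing control; strong numbers were not always called active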
RSV CPE inhibition = RSV antiviral activity via CPE protection, HEp-2 cells, primary 10 µM value included (AID 2391); HEp-2 cells, RSV-induced CPE inhibition; higher % means a stronger effect; 310,000 compounds, 0.13% hits; CPE inhibition, % at 10 µM; hits with a dose series show IC50 in µM; in the data active = a potency from the dose series; inconclusive = CPE inhibition mostly from about 23% at the one dose, without a potency; inactive = the rest, 99 in 100 with CPE inhibition below about 21%; note: strong numbers were not always called active
Dengue-2 NS5 capping = Dengue-2 NS5 methyltransferase inhibitors, primary screen, biochemical, confirmation dose response (AID 588689) | 340,000 compounds, 0.3% hits | inhibition, % at 25 µM, or IC50 in µM where a hit was titrated | Genome polyprotein (Dengue virus type 2 (strain 16681-PDK53)) | Dengue-2 NS5 methyltransferase capping enzyme assay, biochemical; higher % means a stronger effect; in the data active = a potency from the dose series; inconclusive = inhibition above about 29% without an active follow-up result
SV40 large T antigen = SV40 large T antigen inhibitors, biochemical (AID 1903) | SV40 large T antigen ATPase/helicase inhibition assay; higher % means a stronger effect | inhibition, % at 20 µM, or IC50 in µM where a hit was titrated | 310,000 compounds, 0.39% hits; in the data active = a potency from the dose series; inconclusive = inhibition mostly from about 32% at the one dose, without a potency; inactive = the rest, 99 in 100 with inhibition below about 32%; note: strong numbers were not always called active
GPR35 arrestin U2OS = GPR35 antagonists blocking zaprinast-driven arrestin recruitment, primary screen, imaging, U2OS, beta-arrestin-GFP, zaprinast agonist (AID 2058); G-protein coupled receptor 35 (Homo sapiens); U2OS GPR35 beta-arrestin-GFP translocation imaging, zaprinast antagonism; higher % means a stronger effect; inhibition, % at 10 µM, or IC50 in µM where a hit was titrated; 290,000 compounds, 0.052% hits;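 active = inhibition of at least 50% with at least 30 cells and total cytoplasm GFP at most 10,000,000; inconclusive = under 30 cells or total GFP of 10,000,000 plus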
West Nile virus CPE = West Nile virus antiviral activity, cell-based, CPE readout (AID 1621); West Nile virus-infected cells, CPE inhibition; higher % means a stronger effect; CPE inhibition, % at 10 µM, or IC50 in µM where a hit was titrated; 290,000 compounds, 0.02% hits; in the data active = a potency from the dose series; inconclusive = CPE inhibition mostly from about 3.7% at the one dose, without a potency; inactive = the rest, 99 in 100 with CPE inhibition below about 2.2%; note: strong numbers were not always called active
CSM14.1 death rescue = rescue of cells from ER stress-induced death, primary screen, 384-well, CSM14.1, thapsigargin, ATP luminescence (AID 1222). CSM14.1 thapsigargin-induced death rescue, ATP luminescence; higher % means a stronger effect. one-dose cellular ATP content (survival), % at 20 µM; EC50 in µM for titrated hits. 190,000 tested, under 10 active;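 active = EC50 below 50 µM in the dose-response confirmation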;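 note: death triggered by thapsigargin at about 15 µM added after 2 h compound pretreatment; cell ATP read after overnight thapsigargin exposure of roughly 18 to 22 hours; normalized against plate controls of thapsigargin alone and 5% DMSO vehicle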
Dengue-2 NS5 capping pilot replicate = second read-out of Dengue-2 NS5 capping, no call of its own (marks repeat the call); inhibition, %; measured here: pilot screen replicate inhibition
The depositor's hits bear a star; ? = inconclusive; . = not tested or not shown.

SMILES	Rac1 GTP hydrolysis	LYP inhibition	PhoP inhibition	RSV CPE inhibition	Dengue-2 NS5 capping	SV40 large T antigen	GPR35 arrestin U2OS	West Nile virus CPE	CSM14.1 death rescue	others
CCn1c(SCC(=O)c2ccccc2)nnc1-c1cccs1	13%	-7%	-4%	1.9%	9%	12%	9%	-0.8%	0.0%
CCN(CC(=O)NCC(=O)Nc1ccc(Br)cc1C)Cc1ccccc1	3%	.	10%	-0.5%	1%	13%	.	.	.
S=c1[nH]nc(-c2ccco2)n1/N=C/c1cccc(Cl)c1Cl	96µM*	4%	0%	4.0%	20%	18%	-1%	0.4%	-0.4%
CCCc1c(C)nc(N2CCN(c3ccc(F)cc3)CC2)[nH]c1=O	2%	-8%	-2%	9.1%	-9%	3%	5%	-0.5%	.
O=C(CSc1nnc(C23CC4CC(CC(C4)C2)C3)o1)Nc1ccc(N2CCOCC2)c(Cl)c1	-2%	10%	-11%	6.0%	-1%	15%	5%	0.3%	-4.9%
CCN(CC)CC#Cc1ccc(C)cc1	8%	-8%	-4%	0.1%	-1%	-6%	-7%	0.4%	.
COc1ccc(NC(=O)C2CCN(S(=O)(=O)c3cccc4nonc34)CC2)cc1	6%	-4%	3%	1.3%	-9%	3%	-9%	0.1%	.
O=C(c1ccc(F)cc1)N1CCC(C(=O)N2CCN(S(=O)(=O)c3cccc(Cl)c3)CC2)CC1	4%	.	-1%	1.2%	2%	3%	.	.	.
Nc1cccc2c1C(=O)N(C(=O)c1ccc(Cl)c(S(=O)(=O)N3CCCCCC3)c1)C2=O	15%	-5%	-3%	4.9%	6%	24%	-4%	-0.3%	-3.9%
O=C(O)CC(CC(=O)Nc1ccc2ccccc2n1)c1ccccc1 (stereo not drawn)	-2%	-5%	-8%	0.8%	7%	8%	-2%	0.1%	.
O=C(Nc1ccc([N+](=O)[O-])cn1)C1CCCCC1	7%	5%	3%	0.4%	-6%	7%	-6%	-0.1%	-0.6%
COc1ccc(C2NC(=S)N(c3ccccc3)C(C)=C2C(=O)Nc2ccccc2)cc1 (stereo not drawn)	7%	-7%	2%	3.2%	1%	14%	2%	-0.9%	-0.3%
N#Cc1c(SCC(=O)Nc2nccs2)nc2c(c1-c1ccco1)CCCC2	10%	-8%	-10%	-0.1%	-2%	4%	8%	0.1%	-1.6%
CC1CC(C)CN(C(=O)COC(=O)Cc2ccc(Cl)cc2)C1 (stereo not drawn)	.	-5%	0%	0.6%	-1%	-5%	-8%	-0.3%	.
Cc1nnc(SCC(=O)Nc2ncc3c(n2)CC(C)(C)CC3=O)s1	2%	-8%	-8%	3.0%	2%	3%	0%	0.3%	-0.4%	Dengue-2 NS5 capping pilot replicate=0.3
Cc1cccn2c(=O)c3cc(C(=O)NC(C)C)c(=N)n(Cc4ccncc4)c3nc12	13%	-54%	9%	2.9%	1%	1%	-12%	.	-1.2%
COc1cccc(NC(=O)[C@@H]2CCCN2C(=O)[C@@H]2Cc3ccccc3CN2C(=O)OC(C)(C)C)c1	5%	0%	-7%	-1.1%	-3%	7%	-4%	-0.3%	.
Cn1c(CN2CCCC2)nc2cc(NC(=O)Nc3ccccc3)ccc21	3%	-2%	20%	-0.6%	-26%	-4%	14%	-0.1%	-0.6%
CCOC(=O)C1=C(CC)OC(N)=C(C#N)C1c1ccsc1 (stereo not drawn)	7%	-1%	3%	1.2%	4%	2%	12%	-0.4%	-2.2%
O=C(NNC(=O)c1ccc(Oc2cc(Cl)cc(Cl)c2)o1)c1ccccc1	5%	-11%	4%	0.1%	-9%	2%	0%	0.4%	.
Cc1cc(=O)oc2c(C)c(OC(C)C(=O)N3CC[C@@]4(O)CCCC[C@H]4C3)ccc12 (stereo partly drawn)	2%	-10%	.	0.0%	3%	.	4%	-0.3%	.
C=CCc1ccc(OCCn2nnc3ccccc32)c(OC)c1	17%	-6%	5%	3.5%	.	14%	3%	-1.6%	.
O=c1[nH]c(/C=C/c2ccc(Br)cc2)nc2ccccc12	9%	-9%	4%	0.5%	2%	2%	0%	-0.6%	.
c1nc(N2CCOCC2)c2[nH]cnc2n1	7%	.	.	1.7%	1%	.	.	-0.1%	.
Cc1onc(-c2c(F)cccc2Cl)c1C(=O)NCCCN1CCOCC1	5%	-8%	-2%	-0.1%	-8%	5%	2%	-0.1%	-0.9%
COCCn1c(=S)[nH]c2cc(C(=O)N3CCN(c4ccc(F)cc4)CC3)ccc2c1=O	-1%	-7%	-16%	1.7%	1%	0%	9%	-0.6%	-1.0%
COc1ccc(Cl)cc1NC(=O)CN(C)CC(=O)Nc1ccccc1C(F)(F)F	9%	1%	-6%	0.4%	1%	10%	-13%	-1.2%	-1.7%
Cc1ccc(NC(=O)Cn2ncn3c(cc4ccccc43)c2=O)cc1F	6%	3%	-4%	5.4%	4%	10%	9%	0.4%	.
CS(=O)(=O)NCCC1=CCCCC1	11%	-5%	1%	5.2%	-6%	3%	25%	0.5%	-2.6%
COc1cccc2cc(-c3ccccc3)c(=O)oc12	4%	-6%	-4%	6.2%	-4%	9%	4%	-0.6%	-1.2%
Cc1c[n+]([O-])cc(C)c1Oc1ccccc1	6%	.	.	2.8%	2%	15%	.	.	.
COc1ccc(NC(=O)c2ccc(S(=O)(=O)C(F)F)cc2)c(OC)c1	1%	-9%	-1%	3.4%	-5%	6%	-2%	-0.3%	-0.8%
COc1ccc(-c2nnn(CC(=O)Nc3sc4c(c3C#N)CCCC4)n2)cc1	4%	-7%	5%	-0.4%	1%	4%	6%	-0.2%	2.5%
Cc1c(N=Cc2ccco2)c(=O)n(-c2ccccc2)n1C	15%	-7%	-8%	1.9%	-3%	27%	4%	0.2%	.
CC(/C=N/NC(=O)Cn1cnc2ccccc21)=C\c1ccccc1	10%	-5%	20%	7.0%	-8%	28%	-1%	-0.9%	3.2%
Cc1cc(C)c[n+](CC(=O)c2ccc(C)c([N+](=O)[O-])c2)c1	2%	-9%	-4%	0.3%	-3%	1%	-6%	-0.9%	.
COc1ccccc1N1C(=O)CC1(C#N)c1ccc(OCc2ccccc2)cc1 (stereo not drawn)	3%	1%	-10%	14%	-3%	3%	-2%	-1.1%	7.3%
Cc1ccc(N2CC(C)Cn3c2nc2c3c(=O)n(CC(=O)OCc3ccccc3)c(=O)n2C)cc1C (stereo not drawn)	8%	10%	1%	-0.3%	-8%	0%	4%	-0.2%	-2.1%
O=C1CCNc2cc3ccccc3cc21	6%	-5%	9%	0.7%	>100µM*	11%	9%	3.2%	1.9%
CCCOC(=O)CCNc1n[nH]c(=O)[nH]c1=O	3%	-10%	-5%	0.4%	2%	9%	4%	0.0%	-0.1%
CN(Cc1ccccc1)c1cc(Cl)nc(N)n1	-3%	-4%	7%	18%	-6%	10%	11%	-1.2%	-1.1%
COc1ccc(-c2cc(C(=O)Nc3cc(C)ccc3O)no2)cc1	9%	-9%	4%	1.9%	1%	11%	10%	-0.8%	.
Cc1ccn(-c2cccc(-n3ccc(C)n3)n2)n1	7%	2%	-4%	?	-2%	23%	-1%	0.8%	-1.6%
CCN(Cc1ccccc1)S(=O)(=O)c1csc(C(N)=O)c1	13%	-6%	0%	2.4%	-7%	.	6%	0.2%	.
COc1cccc(-n2c(SCC(=O)N3c4ccccc4CC3C)nnc2-c2ccco2)c1 (stereo not drawn)	8%	0%	8%	3.0%	-2%	8%	-1%	-0.4%	3.5%
O=C(CCNC(=O)c1ccccc1Cl)NCCc1ccc(C(F)(F)F)cc1	4%	-3%	-2%	3.4%	-5%	8%	6%	-0.1%	.
CN(C)C1=NC[C@H](Cc2ccccc2)N1CCCCc1ccccc1	7%	.	.	-1.0%	-6%	8%	.	.	.
O=C(Cc1ccc(Br)cc1)NNC(=O)Nc1ccc(Cl)cc1	3%	-7%	-11%	-0.3%	.	6%	-4%	0.4%	-0.8%
CCn1c(SCC(=O)Nc2ccc(OC)c(OC)c2)nnc1-c1ccco1	13%	-10%	-8%	3.4%	-2%	18%	-7%	0.1%	.
CCN(CC)CCCNC(=O)CCn1nc(-c2ccccc2)ccc1=O	10%	-7%	-5%	0.0%	1%	21%	4%	-0.1%	.
Cc1ccccc1COC(=O)CCC1=NS(=O)(=O)c2ccccc2N1	4%	3%	-8%	2.1%	3%	12%	-1%	0.9%	.
CCCc1cc(=O)oc2c(C)c(OC(C)C(=O)NCc3ccccn3)ccc12 (stereo not drawn)	10%	-6%	3%	0.8%	-6%	9%	61%	0.1%	.
CC(C(=O)O)N1c2cccc3cccc(c23)S1(=O)=O (stereo not drawn)	2%	-4%	-9%	0.2%	-1%	-2%	7%	-0.3%	.
COc1ccccc1NC(=O)N1CCC(C(=O)c2ccc(Cl)cc2)CC1	0%	-9%	1%	13%	-4%	9%	17%	-1.5%	.
CN(C)S(=O)(=O)c1cc(S(=O)(=O)N(C)C)c(Cl)cc1N	1%	-11%	16%	3.2%	0%	8%	2%	-0.1%	-1.0%
Cc1ccc(C)c(-n2nnnc2SCC(=O)NNC(=O)c2ccco2)c1	4%	-9%	5%	1.3%	-5%	-6%	6%	0.6%	0.3%
COC/C=C/C1=CC2=CC(=O)C(C)(OC(=O)c3cnc4ccccc4n3)C(=O)C2=CN1CC1CC1 (stereo not drawn)	10%	.	.	1.1%	?	23%	.	-1.0%	.
O=C(O)C1Nc2ccc(C(F)(F)F)cc2C2OCCC12 (stereo not drawn)	2%	.	.	1.3%	6%	9%	.	0.0%	.
Cc1nc(NC(=O)c2ccc(OCC(C)C)cc2)sc1Cc1ccc2c(c1)OCO2	-12%	3%	-3%	4.7%	10%	2%	4%	-0.8%	-2.0%
COc1ccc(OC)c(NC(=O)C(=O)NNC(=O)COc2ccc(Br)cc2C)c1	4%	-2%	0%	8.3%	5%	0%	4%	-0.4%	3.3%
Fc1ccc(C(c2nnnn2C2CCCC2)N2CCN(Cc3ccncc3)CC2)cc1 (stereo not drawn)	5%	-10%	-4%	0.5%	3%	13%	7%	0.1%	0.6%

Bioassay records from PubChem.
